Screening results from PubChem BioAssay.
TcdB GH inh – TcdB glycohydrolase inhibitors, primary screen, biochemical, single point, plate reader | Toxin B (Clostridioides difficile), P18177 | TcdB glycohydrolase enzymatic assay | inhibition, % at 9.99 µM | 0.24% of 350,000 active | AID 652162, 2013; in the data active = inhibition above about 10%
* hit, by the source's call; & = joins results of further samples. An excerpt, so the mix of outcomes need not match the whole.

SMILES	TcdB GH inh
CC(=O)N1CC(=O)N2[C@H](CO)[C@@H](c3ccc(-c4ccc(C#N)cc4)cc3)[C@H]2C1	-2.3
Cc1noc(C)c1S(=O)(=O)Nc1ccc2c(c1)C(=O)N([C@H](C)CO)C[C@@H](C)[C@H](CN(C)C(=O)Nc1ccc3c(c1)OCO3)OCCCC[C@@H](C)O2	-0.2
COc1ccc(S(=O)(=O)Nc2ccc3c(c2)C(=O)N([C@@H](C)CO)C[C@@H](C)[C@@H](CN(C)S(=O)(=O)c2cn(C)cn2)O3)cc1	-0.6
CC(=O)NC[C@H]1[C@@H](c2ccc(-c3cccc(F)c3)cc2)[C@H](CO)N1C(C)=O	-1.5
C[C@H](CO)N1C[C@H](C)[C@@H](CN(C)Cc2ccncc2)Oc2ccc(NC(=O)Cn3cnnn3)cc2CC1=O	-0.9
C[C@@H]1CN([C@@H](C)CO)S(=O)(=O)c2ccc(-c3ccccc3F)cc2O[C@H]1CN(C)S(C)(=O)=O	0.5
O=C(C[C@H]1C[C@@H]2c3cc(NC(=O)NC4CCCC4)ccc3O[C@@H]2[C@H](CO)O1)NCc1ccc(-c2ccccc2)cc1	-0.5
CO[C@@H]1CN(C)C(=O)c2ccc(NC(=O)Cc3ccccc3)cc2OC[C@H](C)NC[C@@H]1C	-2.3
CCCN1[C@H](CO)[C@H](c2ccc(C3=CCCC3)cc2)[C@H]1CNC(=O)NC(C)C	0.8
COc1ccc2c3c([nH]c2c1)[C@@H](CO)N(C(=O)Nc1ccc(F)cc1)CC31CN(C(=O)c2ccccc2F)C1	-1.2
CN1C(=O)c2cc(NS(=O)(=O)c3cccc(F)c3)ccc2OC[C@H]2O[C@H](CC(=O)N3CCc4ccccc4C3)CC[C@H]21	6.3
CCC(=O)N(C)C[C@H]1Oc2cc(-c3cccnc3)ccc2S(=O)(=O)N([C@@H](C)CO)C[C@H]1C	-0.4
COc1ccc(NC(=O)N(C)C[C@H]2Oc3ncc(C#C[C@@H](C)O)cc3C(=O)N([C@@H](C)CO)C[C@@H]2C)cc1	-1.0
Cc1ccc(S(=O)(=O)Nc2ccc3c(c2)C(=O)N([C@@H](C)CO)C[C@H](C)[C@@H](CN(C)CC2CC2)O3)cc1	0.2
C[C@@H]1CN([C@H](C)CO)C(=O)c2cc(Br)cnc2O[C@H]1CN(C)Cc1cccc(F)c1	1.5
C[C@@H]1CN([C@H](C)CO)C(=O)CCCn2nncc2CO[C@@H]1CN(C)Cc1ccc(C(F)(F)F)cc1	-0.1
COc1ccccc1CN1[C@@H](CO)[C@@H]2c3ccccc3N(C(=O)C3CCCC3)C[C@@H]21	0.2
C[C@H](CO)N1C[C@H](C)[C@@H](CN(C)C(=O)Nc2cccc(F)c2)Oc2cc(C#CC3(O)CCCC3)ccc2S1(=O)=O	-0.3
O=C(C[C@H]1C[C@H]2c3cc(NC(=O)NC4CCCC4)ccc3O[C@H]2[C@H](CO)O1)NCc1ccc(Cl)cc1	-1.4
O=C(C[C@@H]1CC[C@H](NC(=O)NC2CCCCC2)[C@H](CO)O1)NCc1ccccc1	-0.3
O=C(N[C@@H]1CC[C@H](CCNC(=O)c2ccccc2F)O[C@H]1CO)c1ccc2c(c1)OCO2	0.2
N#C[C@@H]1[C@H](c2ccc(-c3cccc(F)c3)cc2)[C@H](CO)N1S(=O)(=O)c1cccc(F)c1	-1.6
C[C@H](CO)N1C[C@H](C)[C@@H](CN(C)C(=O)Nc2ccc(F)cc2)Oc2ccc(NC(=O)CCCCCC(=O)Nc3ccccc3N)cc2C1=O	-0.4
CO[C@H]1CN(C)C(=O)c2ccc(NS(C)(=O)=O)cc2OC[C@H](C)N(C(=O)CN(C)C)C[C@H]1C	-0.3
CNC[C@H]1OCCCC[C@H](C)Oc2ccc(NC(=O)Nc3ccc(F)cc3)cc2C(=O)N([C@H](C)CO)C[C@@H]1C	1.0

Next part; the last five above are carried over.
SMILES	TcdB GH inh
O=C(N[C@@H]1CC[C@H](CCNC(=O)c2ccccc2F)O[C@H]1CO)c1ccc2c(c1)OCO2	0.2
N#C[C@@H]1[C@H](c2ccc(-c3cccc(F)c3)cc2)[C@H](CO)N1S(=O)(=O)c1cccc(F)c1	-1.6
C[C@H](CO)N1C[C@H](C)[C@@H](CN(C)C(=O)Nc2ccc(F)cc2)Oc2ccc(NC(=O)CCCCCC(=O)Nc3ccccc3N)cc2C1=O	-0.4
CO[C@H]1CN(C)C(=O)c2ccc(NS(C)(=O)=O)cc2OC[C@H](C)N(C(=O)CN(C)C)C[C@H]1C	-0.3
CNC[C@H]1OCCCC[C@H](C)Oc2ccc(NC(=O)Nc3ccc(F)cc3)cc2C(=O)N([C@H](C)CO)C[C@@H]1C	1.0
C[C@H](CO)N1C[C@H](C)[C@@H](CN(C)C(=O)Nc2ccc3c(c2)OCO3)Oc2c(NC(=O)Nc3ccc(F)cc3)cccc2C1=O	1.0
Cc1ccc(S(=O)(=O)Nc2ccc3c(c2)C(=O)N([C@@H](C)CO)C[C@@H](C)[C@@H](CN(C)C(=O)Cc2ccccc2)OCCCC[C@H](C)O3)cc1	0.0
CCC(=O)N1CCC2(CC1)CN(CC1CCOCC1)[C@@H](CO)c1c2c2ccc(OC)cc2n1C	0.4
O=C(c1ccccc1F)N1CC(=O)N2[C@H](CO)[C@@H](c3ccc(C#Cc4ccccc4)cc3)[C@H]2C1	0.5
CC(C)NC(=O)N1[C@@H](C#N)[C@H](c2ccc(C#CC3CCCC3)cc2)[C@@H]1CO	-12
COc1ccc2c3c(n(C)c2c1)[C@@H](CO)N(CC1CCCC1)CC31CCN(Cc2nccs2)CC1	-0.2
O=C(C[C@H]1CC[C@H](NS(=O)(=O)c2ccccc2)[C@H](CO)O1)N1CCc2ccccc2C1	-0.4
COc1ccc(NC(=O)N[C@@H]2CC[C@@H](CCNC(=O)CN3CCOCC3)O[C@@H]2CO)cc1	0.9
C[C@@H]1CN([C@@H](C)CO)S(=O)(=O)c2ccc(-c3ccccc3)cc2O[C@H]1CN(C)C(=O)c1ccc2c(c1)OCO2	0.2
C[C@H]1CN([C@@H](C)CO)C(=O)c2cc(NC(=O)C3CCCCC3)ccc2O[C@@H]1CN(C)CC1CCCCC1	0.0
CCC(=O)N(C)C[C@H]1Oc2ncc(C#Cc3ccccc3OC)cc2C(=O)N([C@H](C)CO)C[C@@H]1C	-0.1
O=C1CNC[C@H]2[C@@H](c3ccc(C#CC4CCCCC4)cc3)[C@@H](CO)N12	-0.7
CO[C@H]1CC[C@@H]2CCN(C)C(=O)[C@H](C)[C@@H](OC)CN(C)C(=O)c3cccc(C#N)c3OC[C@H]1O2	0.4
COc1cc(CN2CC3(CN(C(=O)Nc4c(C)noc4C)C3)c3c([nH]c4cc(OC)ccc34)[C@@H]2CO)cc(OC)c1	0.5
C[C@@H]1CN([C@H](C)CO)C(=O)Cc2cc(NC(=O)Nc3ccccc3)ccc2O[C@@H]1CN(C)S(=O)(=O)c1ccc(F)cc1	0.9
C[C@@H]1CN([C@@H](C)CO)S(=O)(=O)c2ccc(C3=CCCCC3)cc2O[C@@H]1CN(C)C(=O)C1CCCCC1	0.2
CCCNC(=O)NC[C@@H]1[C@H](c2ccc(C3=CCCCC3)cc2)[C@@H](CO)N1C(C)=O	-0.7
Cc1ccc(S(=O)(=O)N2CC[C@@H]3[C@@H](CO)Nc4ccc(Br)cc4[C@@H]32)cc1	0.0
C[C@H]1CN([C@@H](C)CO)C(=O)Cc2cc(NC(=O)Cn3cnnn3)ccc2O[C@@H]1CN(C)Cc1ccc(C(F)(F)F)cc1	0.5
CCNC(=O)C[C@H]1CC[C@@H]2[C@H](COC[C@H](O)CN2Cc2ccc(Cl)c(Cl)c2)O1	-1.3
COc1ccccc1-c1cnc2c(c1)C(=O)N([C@H](C)CO)C[C@@H](C)[C@H](CN(C)C)O2	-0.5
C[C@H]1CCCCO[C@H](CN(C)C(=O)CCC(F)(F)F)[C@@H](C)CN([C@@H](C)CO)C(=O)c2cc(N(C)C)ccc2O1	-13
COc1ccccc1CNC(=O)C[C@H]1C[C@@H]2c3cc(NC(=O)Nc4ccc(C(F)(F)F)cc4)ccc3O[C@@H]2[C@@H](CO)O1	-0.5
CN1C(=O)c2cc(NC(=O)c3ccc(C(F)(F)F)cc3)ccc2OC[C@@H]2O[C@@H](CC(=O)O)CC[C@H]21	2.4
C[C@@H]1CCCCO[C@@H](CN(C)C(=O)Nc2ccc3c(c2)OCO3)[C@@H](C)CN([C@@H](C)CO)C(=O)c2cc(N(C)C)ccc2O1	-25

Among those listed so far, these contain a Cl atom.
SMILES	TcdB GH inh
O=C(C[C@H]1C[C@H]2c3cc(NC(=O)NC4CCCC4)ccc3O[C@H]2[C@H](CO)O1)NCc1ccc(Cl)cc1	-1.4
CCNC(=O)C[C@H]1CC[C@@H]2[C@H](COC[C@H](O)CN2Cc2ccc(Cl)c(Cl)c2)O1	-1.3

(listing goes on)
SMILES	TcdB GH inh
C[C@@H]1CN([C@@H](C)CO)C(=O)c2cc(N(C)C)ccc2O[C@H]1CN(C)Cc1ccc(Oc2ccccc2)cc1	-0.8
COc1ccc(S(=O)(=O)Nc2ccc3c(c2)C(=O)N([C@@H](C)CO)C[C@@H](C)[C@@H](CN(C)C(=O)CCC(F)(F)F)OCCCC[C@@H](C)O3)cc1	-0.8
Cc1ccc(-c2ccc([C@@H]3[C@@H](CO)N4C(=O)CN(C(=O)Nc5ccc(F)cc5)C[C@H]34)cc2)cc1	-0.1
C[C@@H]1CN([C@H](C)CO)C(=O)c2cc(C3=CCCC3)cnc2O[C@@H]1CN(C)Cc1ccc(C(=O)O)cc1	0.1
CO[C@H]1CN(C)C(=O)c2cc(NC(C)=O)ccc2OC[C@@H](C)NC[C@H]1C	-1.6
CO[C@H](CN(C)CC1CCOCC1)[C@@H](C)CN(C(=O)Nc1ccc(F)cc1)[C@H](C)CO	0.1
C[C@H](CO)N1C[C@H](C)[C@@H](CN(C)C(=O)C2CCOCC2)Oc2ncc(-c3cccc(C#N)c3)cc2C1=O	1.6
COCC(=O)N1[C@H](CO)[C@H]2c3ccccc3N(C(=O)c3ccncc3)C[C@H]21	0.5
CN1CCN(C(=O)C[C@H]2C[C@@H]3c4cc(NS(C)(=O)=O)ccc4O[C@@H]3[C@@H](CO)O2)CC1	1.4
Cc1ccc(-c2ccc3c(c2)O[C@@H](CN(C)Cc2cccnc2)[C@@H](C)CN([C@H](C)CO)S3(=O)=O)cc1	-0.1
Cc1ccc(S(=O)(=O)Nc2cccc3c2O[C@@H](CN(C)Cc2ccncc2)[C@H](C)CN([C@@H](C)CO)C3=O)cc1	0.1
CC=Cc1ccc2n(c1=O)C[C@@H]1[C@@H](CO)[C@H](C(=O)NCC)[C@H]2N1C(=O)Nc1cc(F)ccc1F (mixture of isomers)	-0.3
C[C@H](CO)N1C[C@H](C)[C@@H](CN(C)C(=O)Nc2ccc(C(F)(F)F)cc2)Oc2ccc(NC(=O)Nc3cccc4ccccc34)cc2C1=O	-1.6
C[C@@H]1CN([C@H](C)CO)C(=O)c2cc(C#Cc3ccccc3F)cnc2O[C@H]1CN(C)S(=O)(=O)c1ccccc1	-1.4
COc1ccc(-c2ccc([C@@H]3[C@@H](CO)N4C(=O)CN(C(=O)C5CCCC5)C[C@@H]34)cc2)cc1	-1.8
Cc1noc(C)c1S(=O)(=O)Nc1cccc2c1O[C@@H](CN(C)C(=O)Nc1ccc(F)cc1)[C@@H](C)CN([C@@H](C)CO)C2=O	1.3
CCC(=O)N(C)C[C@@H]1Oc2cc(C#CC(C)C)ccc2S(=O)(=O)N([C@H](C)CO)C[C@H]1C	0.1
Cc1ccc(S(=O)(=O)N2C[C@@H]3N[C@H](C2)C3c2ccc(/C=C/c3ccccc3)cc2)cc1 (stereo partly specified)	-3.3&-1.5
C/C=C/c1ccc2c(c1)O[C@H](CN(C)Cc1ccccn1)[C@@H](C)CN([C@H](C)CO)S2(=O)=O	-0.1
CO[C@H]1CN(C)C(=O)c2ccc(NC(C)=O)cc2OC[C@H](C)N(C(=O)CN2CCOCC2)C[C@@H]1C	-0.2
CC(C)NC(=O)N[C@@H]1CC[C@@H](CCNC(=O)C2CCCC2)O[C@H]1CO	0.3
Cc1ccc(S(=O)(=O)N[C@@H]2CC[C@H](CC(=O)NCc3ccncn3)O[C@@H]2CO)cc1	1.3
CN(C)c1ccc2c(c1)[C@H]1C[C@H](CC(=O)NCc3ccc(Oc4ccccc4)cc3)O[C@@H](CO)[C@H]1O2	-65
C[C@H]1CN([C@@H](C)CO)C(=O)c2cc(C#CC3CC3)cnc2O[C@@H]1CN(C)Cc1ccccn1	-0.4
OC[C@@H]1[C@H](c2ccc(/C=C/c3ccccc3)cc2)[C@@H]2CN(Cc3ccncc3)CCCCN12	-1.1

The last 2 entries of the section above come first, to join the parts:
SMILES	TcdB GH inh
C[C@H]1CN([C@@H](C)CO)C(=O)c2cc(C#CC3CC3)cnc2O[C@@H]1CN(C)Cc1ccccn1	-0.4
OC[C@@H]1[C@H](c2ccc(/C=C/c3ccccc3)cc2)[C@@H]2CN(Cc3ccncc3)CCCCN12	-1.1
CC(C)NC(=O)N(C)C[C@@H]1Oc2ncc(/C=C/c3ccccc3)cc2C(=O)N([C@H](C)CO)C[C@@H]1C	0.3
CN1C(=O)c2cc(NC(=O)c3cccs3)ccc2OC[C@@H]2O[C@H](CC(=O)NCC(F)(F)F)CC[C@H]21	1.1
C[C@@H]1CCCCO[C@H](CN(C)C(=O)CCC(F)(F)F)[C@@H](C)CN([C@H](C)CO)C(=O)c2cc(NS(=O)(=O)c3ccc(F)cc3)ccc2O1	-3.8
CO[C@@H]1CN(C)C(=O)c2cc(NC(=O)NC(C)C)ccc2OC[C@H](C)N(C)C[C@@H]1C	-0.6
COCC(=O)Nc1ccc2c(c1)C(=O)N(C)C[C@@H](OC)[C@@H](C)CN(Cc1ccccc1F)[C@H](C)CO2	-1.2
Cc1ccc(S(=O)(=O)N(C)C[C@H]2Oc3c(NS(=O)(=O)c4ccc(Cl)cc4)cccc3C(=O)N([C@H](C)CO)C[C@H]2C)cc1	-0.7
C[C@H](CO)N1C[C@H](C)[C@H](CN(C)Cc2ccccc2)Oc2ncc(-c3ccccc3)cc2C1=O	-0.2&-0.4
